Screening results (PubChem)
PTEN del growth = growth suppression of PTEN-null HCT116, primary screen, cell-based, CellTiter-Glo. 140,000 compounds, 1.2% hits. HCT116 PTEN-null viability, 60 h; hits give low values. viability, % at 10 µM;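 active = viability at or below a set limit, 4 SD under the median of all tested compounds, cut at about 3.7% in these data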;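 note: PTEN knockout HCT116 line with beta catenin targeted HCT116 as companion control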
NPY Y2 blocker = NPY-Y2 receptor antagonists, primary screen, cell-based. Neuropeptide Y receptor type 2 (Homo sapiens), P49146. NPY-Y2 expressing cells, antagonist mode. inhibition, % at 2.7 µM. 140,000 compounds, 0.99% hits. AID 793, 2007; in the data active = inhibition above about 17%;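 note: 0% = vehicle with agonist challenge and 100% = reference antagonist with challenge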
Target sequence (P49146 whole entry, looked up): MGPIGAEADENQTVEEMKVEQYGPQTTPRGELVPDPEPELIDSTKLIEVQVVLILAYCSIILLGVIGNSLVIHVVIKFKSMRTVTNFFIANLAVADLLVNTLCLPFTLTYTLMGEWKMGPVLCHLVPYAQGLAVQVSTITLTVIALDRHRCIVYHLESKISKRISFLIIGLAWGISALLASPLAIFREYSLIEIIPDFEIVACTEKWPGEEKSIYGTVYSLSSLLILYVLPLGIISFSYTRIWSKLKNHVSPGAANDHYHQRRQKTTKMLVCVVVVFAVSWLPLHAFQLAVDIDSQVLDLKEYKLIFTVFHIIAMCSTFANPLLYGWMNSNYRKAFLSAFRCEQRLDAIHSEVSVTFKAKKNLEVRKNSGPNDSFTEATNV
E-sel TNF inh = E-selectin induction blockers in HUVEC – imaging, immunofluorescence, high content, primary screen | HUVEC TNFa-induced E-selectin immunofluorescence | inhibition, % at 2 µM | 120,000 compounds, 0.71% hits;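 active = inhibition above the batch mean plus 3 SD, and confirmed as a hit on visual image review, cut at about 43% in these data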;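 note: 0% = TNF-stimulated DMSO wells and 100% = unstimulated control wells; not every result past the cut was called active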
Measles CPE = compounds protecting cells from measles virus cytopathic effect, primary screen, measles RdRp inhibitor project, single point, MLSMR library, absorbance; Measles virus-infected cells, CPE protection; protection (pct of control), % at 4 µM; 140,000 compounds, 1.5% hits; in the data active = protection mostly above about 24%, no sharp cut-off; inactive = mostly below about 26%; note: some compounds called inactive have numbers as strong as hits
MRP1 act = H69AR viability gain despite doxorubicin, primary screen, MRP-1 activator project, H69AR cells, CellTiter-Glo; viability rescue; viability increase, % at 10 µM; 140,000 compounds, 0.61% hits; AID 799, 2007;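 active = viability gain under doxorubicin at or above a set limit, the compound median plus 3 SD, cut at about 4.7% in these data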;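 note: MRP-1 overexpressing cells given doxorubicin 25 µM after compound pretreatment; 18-22 h compound pretreatment then 72 h with doxorubicin before readout; 0% = doxorubicin-only wells and 100% = vehicle-treated cells without doxorubicin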
Yeast lifespan up = compounds extending yeast replicative lifespan, primary screen, S. cerevisiae, OD615; 130,000 compounds, 0.68% hits; inhibition of the nicotinamide effect, % at 10 µM; S. cerevisiae growth with nicotinamide; deaD strain in restrictive glucose medium; AID 775, 2007;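 active = inhibition above a set limit, placed 3 SD over the median of all compounds, cut at about 26% in these data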;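 note: 0% = nicotinamide-treated wells and 100% = cells grown without nicotinamide; some compounds called inactive have numbers as strong as hits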
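assay system = DeaD-strain S. cerevisiae | measured by = absorbance at 615 nm | probe or stimulus = nicotinamide 1.5 mM | buffer or medium = CSMM-D glucose medium, restrictive | times = 48 h at 30 °C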
bCat KO growth = primary screen for growth suppressors in beta-catenin knockout HCT116 cells (colon tumor, human); viability, % at 10 µM; HCT116 beta-catenin knockout viability, CellTiter-Glo, 60 h; hits give low values; 140,000 compounds, 1.5% hits;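 active = viability at or under a set limit, the compound median less 4 SD, cut at about 6% in these data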;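 note: 0% = Hyamine 1622 control at 20 µM and 100% = untreated cell control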
Phagocyt inh = inhibitors of macrophage phagocytosis, primary screen, imaging, J774A.1 cells, IgG beads; J774A.1 macrophage IgG-bead phagocytosis; inhibition, % at 5 µM; 110,000 compounds, 0.07% hits; AID 1029, 2008;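 active = inhibition above the mean of the plate negative controls plus 5 SD, cut at about 13% in these data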;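 note: phagocytic index as fraction of beads internalized from green versus red external bead signal; plate controls were DMSO negative control for no effect and cytochalasin-D positive control for full effect; some results beyond the cut were filed as inactive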
BB579 growth dn = growth inhibitors of yeast BB579 in restrictive medium, primary screen, yeast lifespan-shortening project, S. cerevisiae. inhibition, % at 10 µM. OD615, 48 h. 140,000 compounds, 0.51% hits;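 active = inhibition above a set limit, 3 SD over the mean compound inhibition, cut at about 44% in these data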; note: inactives centre near -24
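System: Saccharomyces cerevisiae DeaD strain BB579, replicative lifespan model yeast. Buffer or medium: restrictive glucose-based CSMM-D medium. Doses: one dose, 10 µM compound with 0.25% DMSO. Timing: 4 h preincubation and 48 h exposure at 30 °C. Detection: turbidity as optical density at 615 nm. Benchmarks: amphotericin B 10 µg/mL, positive.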
GALR2 antag = GALR2 antagonists in receptor-expressing cells, primary screen. 140,000 compounds, 0.39% hits. Galanin receptor type 2 (Homo sapiens), O43603. antagonist mode. inhibition, % at 4 µM; in the data active = inhibition above about 27%;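 note: cells stimulated with galanin 1-16 at roughly its EC80; 0% = agonist challenge control and 100% = basal control without agonist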
Target sequence (O43603 whole entry, looked up): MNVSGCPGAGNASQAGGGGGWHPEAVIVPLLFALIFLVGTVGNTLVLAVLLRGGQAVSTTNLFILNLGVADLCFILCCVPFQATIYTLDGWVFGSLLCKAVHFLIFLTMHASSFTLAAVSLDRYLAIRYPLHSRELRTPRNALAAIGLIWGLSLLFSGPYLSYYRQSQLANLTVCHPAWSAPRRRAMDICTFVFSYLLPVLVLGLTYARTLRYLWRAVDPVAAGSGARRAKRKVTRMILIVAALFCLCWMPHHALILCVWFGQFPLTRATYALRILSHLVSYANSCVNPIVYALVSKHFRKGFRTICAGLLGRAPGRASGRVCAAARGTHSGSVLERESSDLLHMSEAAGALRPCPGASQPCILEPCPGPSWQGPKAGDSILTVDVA
Active calls of the source: *; nt = not tested or not shown.

SMILES	PTEN del growth	NPY Y2 blocker	E-sel TNF inh	Measles CPE	MRP1 act	Yeast lifespan up	bCat KO growth	Phagocyt inh	BB579 growth dn	GALR2 antag
Cc1cc(OCc2ccc(C(=O)n3cccn3)o2)ccc1Cl	100.2	4.1	-13.9	3.9	2.3	nt	94.3	nt	15.8	-1.6
COc1cccc(CN2C(=O)Nc3ccccc3C(=O)N2C(C)(C)C)c1	102.2	2.2	39.3	16.1	-0.6	-8.4	99.1	-0.5	-21.0	-5.2
O=C(CCC(=O)c1ccc(Cl)cc1)OCC(=O)c1ccccc1	93.8	4.7	18.3	1.8	1.6	-11.7	94.5	nt	0.8	-0.7
O=C(CSc1nc(-c2ccco2)cc(C(F)(F)F)n1)Nc1ccc(C(=O)N2CCOCC2)cc1	86.1	3.9	0.0	4.5	-2.7	nt	91.6	nt	-25.5	-0.3
CSc1nsc(SCc2ccc(Cl)cc2)n1	78.8	3.1	22.8	0.1	-1.1	-14.4	83.6	nt	-28.8	2.7
c1ccc2c(c1)Cn1nnnc1-2	102.5	3.1	-34.6	5.6	-0.9	3.2	97.9	3.5	-30.9	8.9
Cc1ccc(-c2cc(C(=O)N3N=C(C(F)F)CC3(O)C(F)F)c3ccccc3n2)cc1C (stereo not given)	20.4	-4.5	-13.3	nt	0.3	-8.3	36.8	-2.3	67.5*	-3.3
O=C(c1csc2ccccc12)N1CCCCCC1	88.2	5.0	-17.8	22.9	-0.9	4.8	88.6	-0.3	-27.9	19.0
CSc1nnc2c3c4c(sc3nc(-n3nc(C)cc3C)n12)COC(C)(C)C4	67.7	0.3	nt	2.6	-2.9	-6.0	68.2	0.7	-8.8	-12.2
Oc1ccc(/C=N/Nc2nccnc2Cl)cc1	65.5	-2.7	5.0	7.3	-3.5	2.1	57.4	1.2	-47.3	-2.2
CCSc1nc(O)c(CC)c(=O)n1C(C)CC (stereo not given)	103.6	2.3	0.2	8.0	-0.3	-4.9	109.0	-0.5	1.3	-0.6
O=c1c2ccccc2c2ccccc2c(=O)n1Cc1cccnc1	103.3	6.2	1.2	19.1	0.6	-0.5	104.1	nt	-47.9	6.2
CCOC(=O)Cc1cc(=O)n2[nH]c(C)cc2n1	118.1	-0.4	-14.1	7.1	0.3	5.9	99.2	4.0	-76.5	1.5
O=C1NC(c2ccncc2)Nc2sc3c(c21)CCCC3 (stereo not given)	98.1	-0.2	-28.9	18.0	-4.9	-4.9	97.5	-1.9	-10.6	4.2
O=C(c1ccc(Cl)cc1)c1ccccc1C(=O)N1CCOCC1	95.3	0.8	-6.9	5.2	-0.5	-11.3	89.4	-1.1	-18.4	-5.9
CCN(CC)CCn1c(NC(=O)c2ccc(Cl)cc2)nc2ccccc21	51.2	8.6	17.7	12.5	-5.6	-3.8	51.3	-2.4	-12.2	2.7
Cc1ccc(Nc2nc3c(c(=O)[nH]2)CCCC3)cc1	94.8	3.2	21.5	8.9	-3.1	nt	102.8	nt	-24.9	7.5
Cc1ccc(/C=C/C(=O)N2CCCN(C(=O)/C=C/c3ccc(C)cc3)CC2)cc1	81.0	5.6	nt	22.5	0.4	-4.8	84.6	-6.3	0.3	0.7
Cc1ccc(C)c(C(=O)CN2C(=O)c3ccccc3S2(=O)=O)c1	88.5	0.6	-2.0	3.7	-0.5	-3.1	91.5	nt	-30.9	-12.3
Cc1cc([N+](=O)[O-])nn1CCC(=O)NC1CCCCCC1	96.8	1.4	nt	2.6	-0.5	-1.6	94.2	-5.4	-37.2	15.7
Cc1ccc(S(=O)(=O)N2CCCN(S(=O)(=O)c3ccc4ccccc4c3)CC2)cc1	71.3	5.1	-3.5	12.4	-2.8	nt	80.3	nt	-44.5	-3.4
O=C(CSc1n[nH]c(-c2ccncc2)n1)Nc1ccccn1	104.8	1.3	2.8	17.5	-2.3	-1.8	93.8	-1.1	-17.7	-8.2
Cc1ccc(C)c(N(C(=O)Cn2nnc(-c3cccs3)n2)C(C(=O)NC2CCCC2)c2ccncc2)c1 (stereo not given)	79.7	3.0	-15.0	18.8	-2.0	2.7	101.8	nt	-60.0	7.4
CCn1nc(NC(=O)c2ccncc2)c2cc3cccc(C)c3nc21	102.1	-6.5	-8.8	4.6	-1.0	-18.8	88.3	-0.5	-26.2	-3.3
NC(=O)CSc1nnc(-c2cccnc2)n1Cc1ccccc1	98.3	1.5	11.4	3.7	-1.3	nt	96.5	nt	-0.2	3.6
Going on with the list.
SMILES	PTEN del growth	NPY Y2 blocker	E-sel TNF inh	Measles CPE	MRP1 act	Yeast lifespan up	bCat KO growth	Phagocyt inh	BB579 growth dn	GALR2 antag
Cc1cc(/C=C(/C#N)c2cccc(F)c2)c(C)n1-c1cccnc1	60.4	5.2	5.3	32.5	-5.2	-8.7	69.0	-0.9	-38.2	-17.0
Cc1cc(NC(=O)CSc2nc3c(c(=O)n2-c2ccccc2)SC(C)C3)no1 (stereo not given)	87.9	2.9	-39.3	9.8	-1.1	-7.8	90.7	-0.3	-8.4	6.5
COc1cc2c(cc1NC(=O)COC(=O)/C=C/c1ccccc1)oc1ccccc12	61.3	2.8	nt	8.7	-4.7	-2.6	73.4	0.6	-8.8	4.1
Cn1c(CN2CCOCC2)nc2cc(NC(=O)c3ccc(F)cc3)ccc21	98.8	3.2	7.6	19.1	-0.5	-10.0	88.8	0.5	-10.1	-9.9
Cc1ccc(C(=O)Nc2ccc(O)cc2C(=O)O)cc1C	109.0	1.7	-8.3	4.4	-0.8	-7.8	75.6	-0.8	6.2	5.9
Cc1cc(-c2ccco2)n(CC(=O)O)n1	105.5	-0.6	-18.0	17.1	-2.0	-10.1	97.3	2.5	-14.9	16.7
Cn1c(=O)[nH]c(=O)c2c1nc(N1CCCCCC1)n2Cc1cccc2ccccc12	82.9	-1.2	-14.9	11.4	-5.0	-20.7	78.6	-0.7	-10.6	-1.3
COc1ccc([N+](=O)[O-])cc1NC(=O)C1CCCCC1C(=O)O (stereo not given)	104.5	-0.2	5.5	14.7	-0.3	-0.2	96.9	-1.6	-20.8	-1.8
CCOc1ccc(NC(=O)CC2C(=O)N(CC)C(=S)N2CCNC(C)=O)cc1 (stereo not given)	99.4	1.0	-5.2	34.6	-0.8	-0.6	87.0	-4.3	-29.9	-8.0
CC(C)CNC(=O)[C@H](Cc1ccccc1)NC(=O)c1ccco1	99.7	4.0	3.1	7.8	-1.2	-18.4	90.5	0.4	21.4	-6.5
CC(C)C(=O)N1CCC(CN=CC2=C(O)CC(C)(C)CC2=O)CC1	90.2	6.8	17.5	9.0	0.6	nt	84.2	nt	-26.9	-2.0
Cc1cc2ncn(S(=O)(=O)N(C)C)c2cc1C	96.8	2.6	8.1	13.2	-1.4	-4.7	100.6	-0.5	-6.6	2.0
CCc1nc(SCC(=O)Nc2sc(C)c(C)c2C(=O)OC)c2ccccc2n1	84.0	1.2	nt	12.9	-3.7	-3.1	87.5	-1.9	-12.5	-4.3
COc1ccc(CNc2cc(C)nc3ncnn23)c(OC)c1	36.2	7.7	nt	10.7	-0.3	-1.0	28.7	-0.7	-17.4	20.8
CCOc1ccc(S(=O)(=O)NNC(=O)c2cc3ccccc3o2)cc1	91.2	8.1	nt	13.5	-0.8	6.0	95.1	-7.4	-30.8	0.9
Cc1ccc(-c2cn(S(=O)(=O)c3cccc4nsnc34)nc2N)cc1	66.7	5.3	-8.4	12.9	1.2	-0.8	70.5	-1.2	-40.5	2.7
Cc1cc2nc3c(=O)n(C4CCCCC4)c(=O)[nH]c3nc2cc1N	94.6	-0.6	16.9	6.9	-0.9	2.5	88.0	-3.6	-17.8	6.3
COc1cccc(CNC(=O)CCNC(=O)Cn2ccc3ccccc3c2=O)c1	95.9	-1.0	nt	9.6	-1.1	-28.6	86.7	nt	-39.5	10.2
CC1CCN(C(=O)c2ccc3c(c2)OCCO3)CC1	107.5	1.1	-15.5	32.5	0.4	-12.7	110.2	1.0	-14.8	-11.4
COc1ccc(N2C(=O)C3ON(C4SC(=S)N(C)C4(C)C)C(c4ccc([N+](=O)[O-])cc4)C3C2=O)cc1 (stereo not given)	115.9	2.7	nt	10.2	-0.1	-2.9	101.6	0.0	-78.0	-14.6
COc1ccc(/C=N/S(=O)(=O)c2cccs2)cc1	104.0	1.6	-26.4	5.1	-0.7	7.2	96.5	0.2	-51.0	0.0
Cc1ccccc1C(=O)NC(=S)Nc1sc2c(c1C#N)CCCC2	92.7	4.8	-6.5	15.6	0.0	-21.4	84.8	-0.5	-53.0	-8.0
COc1ccc(OCC(O)CN(CCO)CC(O)Cn2ccc3ccccc32)cc1 (stereo not given)	99.3	5.1	nt	2.9	0.1	9.0	82.2	-5.3	-37.5	8.0
O=C(Cn1nnc2ccccc2c1=O)NCCc1ccc(F)cc1	105.7	1.4	nt	23.8	0.1	4.8	101.4	-0.3	-40.6	11.8
Cc1ccc(C(O)c2nc3ccccc3n2C(C)C)cc1 (stereo not given)	83.9	2.1	-4.9	8.1	0.2	-2.2	69.8	-1.2	-36.3	0.4
Next records follow:
SMILES	PTEN del growth	NPY Y2 blocker	E-sel TNF inh	Measles CPE	MRP1 act	Yeast lifespan up	bCat KO growth	Phagocyt inh	BB579 growth dn	GALR2 antag
Cc1ccc(C(=O)N(NC2=NS(=O)(=O)c3ccccc32)S(=O)(=O)c2ccc(C)cc2)cc1	95.7	8.0	-2.6	16.6	-0.1	8.6	91.4	nt	-43.5	7.2
O=C(NCc1cccnc1)c1noc2c1CCCCC2	94.0	1.5	6.6	3.9	-1.2	-10.4	89.1	-2.1	-46.8	-7.0
COCCNS(=O)(=O)c1ccc(-c2ccc(C)cc2)cc1	75.8	5.4	6.0	6.1	-0.3	-7.0	63.0	0.0	-4.7	4.6
Cc1nn(C)cc1NC(=O)c1ccc(Br)o1	92.7	1.8	nt	3.5	-1.6	0.7	95.4	-6.2	-28.0	-19.3
Cc1cc(=O)c2c(C)nn(-c3ccccc3)c2[nH]1	91.4	0.5	-9.3	2.8	-1.4	-5.2	90.9	0.6	13.7	-1.9
CS(=O)(=O)N(CCc1ccccc1)CC(=O)N1CCN(Cc2ccc3c(c2)OCO3)CC1	78.8	2.2	-2.5	34.9	-3.2	-2.4	76.8	2.0	-24.0	-1.7
O=P(CCCCCCCCCP(=O)(c1ccccc1)c1ccccc1)(c1ccccc1)c1ccccc1	7.7	18.1*	3.7	7.8	-2.7	-2.7	6.1	nt	-56.5	1.3
C=CCn1c(N)cc(=O)nc1SCC(=O)Nc1ccccc1	95.4	1.4	nt	2.4	-0.2	-13.1	97.8	-0.7	1.6	-6.1
